Source: PubChem (National Center for Advancing Translational Sciences (NCATS))
TDP-43 yeast inh – TDP-43 toxicity inhibition in yeast; AID 652104; Potency, µM (top dose mostly 46.1 µM), for inactives: top-dose growth rescue (activation), actives largely listed as activators; TDP-43 expressing yeast growth rescue, BacTiter-Glo, 24 h; 410,000 tested, 1.8% active; note: % of control where 0% means no effect; nearly all actives have a fitted effect of over 50% in size
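In this qHTS, compounds that restore growth of yeast expressing TDP-43 appear as activators. Cells (OD600=0.02, galactose medium, raffinose-pregrown) are incubated with compound 24 hr at 30 deg C and growth is quantified by BacTiter-Glo.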
GLP1R inv ag – acts as inverse agonist at human GLP-1 receptor; P43220; HEK293 GLP-1R CRE-luciferase, luminescence, 24 h; GLP-1R form is constitutively active; Potency, µM (doses to about 38.3 µM), for the others: at the highest dose activity change, negative = inhibition, hits mostly inhibitors; 410,000 tested, 1.6% active; note: % is set by controls: 0 for no effect and ±100 for the full control effect; nearly all actives have a fitted effect of over 55% in size
Target sequence (P43220 whole entry, looked up): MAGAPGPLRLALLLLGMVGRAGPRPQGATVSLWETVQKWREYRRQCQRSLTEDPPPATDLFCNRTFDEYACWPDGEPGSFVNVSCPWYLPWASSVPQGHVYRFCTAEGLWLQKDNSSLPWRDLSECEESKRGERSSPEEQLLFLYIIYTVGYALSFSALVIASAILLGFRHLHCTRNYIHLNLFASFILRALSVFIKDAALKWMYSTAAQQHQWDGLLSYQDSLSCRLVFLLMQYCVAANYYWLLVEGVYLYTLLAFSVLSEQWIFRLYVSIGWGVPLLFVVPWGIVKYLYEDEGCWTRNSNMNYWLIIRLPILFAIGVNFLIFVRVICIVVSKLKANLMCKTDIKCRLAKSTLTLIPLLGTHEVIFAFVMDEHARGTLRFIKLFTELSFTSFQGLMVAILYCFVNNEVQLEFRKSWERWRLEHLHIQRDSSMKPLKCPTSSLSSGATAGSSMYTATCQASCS
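Constitutively active GLP-1R drives a cAMP-responsive luciferase in stably transfected HEK293 cells; test compounds are added after overnight (12 h) attachment and left 24 hr, and signal loss in luminescence marks inhibition.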
HT1080 IDH1KD tx – kills HT-1080 cells with IDH1 knockdown; HT-1080 IDH1 knockdown viability, ATP luminescence, 48 h; Potency, µM (highest dose often 46.1 µM), inactives show top-dose activity, negative = toxicity, most hits filed as cytotoxic; 360,000 tested, 2% active; AID 686971;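 note: 0% = DMSO wells and -100% = cell-free medium wells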
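Cytotoxicity counter-line: IDH1KD HT-1080, 48 h, CellTiter-Glo. Curves classed by r2, magnitude and activity.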
SW480 rereplic – inducers of DNA re-replication in SW480 colon cancer cells; Potency, µM (doses to about 46.1 µM), for inactives: top-dose re-replication activation, usual class: activators; SW480 DNA re-replication, Hoechst DNA content imaging, 48 h; 340,000 tested, 1.8% active; note: % of control where 0% means no effect; nearly all actives have a fitted effect of over 55% in size
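Cells (250 per well) received 23 nL compound or DMSO by pin tool and were kept 48 hr at 37 C, 5% CO2. Nuclei were then stained with Hoechst for 40 min and scanned for DNA content.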
HT1080NT lethal – kills 2HG-producing HT-1080-NT fibrosarcoma cells; 360,000 tested, 1.6% active; HT-1080-NT fibrosarcoma viability, CellTiter-Glo ATP luminescence, 48 h; Potency, µM (series often up to 46.1 µM), for the others: at the highest dose activity, negative = less viability, usual class: cytotoxic;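 note: NT is the 2HG producing partner of a matched IDH1 knockdown line; 0% = DMSO-treated cells and -100% = media-only wells without cells; nearly all actives have a fitted effect of over 55% in size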
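Viability by CellTiter-Glo luminescence after 48 h compound exposure at 37C of HT-1080-NT cells (750/well, RPMI, 5% FBS). % activity scaled between DMSO wells and medium-only wells, then curve-fitted and categorized by curve class.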
HEK293 tox – cytotoxicity counter-screen for GLP-1 receptor inverse agonists | HEK293 cAMP-luciferase reporter cells, luminescence, 24 h | Potency, µM (titrated, usually from 38.3 µM), inactives show top-dose activity change, negative = inhibition, actives largely listed as inhibitors | 410,000 tested, 0.13% active | AID 624418;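 note: loss of luciferase light is scored as toxicity; % is set by controls: 0 for no effect and ±100 for the full control effect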
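A 23 nL compound transfer followed 12 hours of cell culture at 37 deg C; exposure then lasted 24 hr. Luciferase assay detection reagent was dispensed and plates read for luminescence after a 12 min room-temperature wait.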
KB-V1 cytotox – kills drug-selected multidrug resistant KB-V1 cells. KB-V1 MDR cells viability, CellTiter-Glo, 72 h. Potency, µM (titrated, usually from 46.1 µM), for the others: top-dose activity change, negative = cytotoxicity, usual class: cytotoxic. 400,000 tested, 3.4% active. AID 1347076; note: % is set by controls: 0 for no effect and ±100 for the full control effect; nearly all actives have a fitted effect of over 60% in size
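KB-V1 MDR subline cells in DMEM (phenol-red free, 10% FBS) exposed to compounds in qHTS concentration series for 72 h at 37 degrees C. Viability read by CellTiter-Glo luminescence; concentration-effect curves fitted after normalization and correction.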
KB-3-1 tox – kills parental KB-3-1 adenocarcinoma cells; KB-3-1 viability, CellTiter-Glo ATP luminescence, 72 h; Potency, µM (highest dose often 46.1 µM), inactives show at the top dose activity change, negative = cytotoxic, most hits filed as cytotoxic; 400,000 tested, 1.4% active; note: % is set by controls: 0 for no effect and ±100 for the full control effect; nearly all actives have a fitted effect of over 60% in size
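Cells are dispensed, compounds pinned in, plates held at 37 °C for 72 h, then CellTiter-Glo is added and luminescence read after 10 minutes. Cell line: parental KB-3-1 in phenol-red-free DMEM, 10% FBS.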
GLP-1R agonist – GLP-1 receptor (human) agonism; P43220; HEK293 GLP-1R CRE-luciferase, luminescence, 4-6 h; cells express a hypersensitive GLP-1R form; Potency, µM (top dose mostly 45.6 µM), for inactives: at the top dose activation, hits mostly activators; 380,000 tested, 0.007% active; note: % of control where 0% means no effect
* hit, by the source's call; ? = inconclusive; . = not tested or not shown; & = joins results of further samples; [ ] = dose if it differs, or a comment. Calls come from the whole dose curve; as a rule, active = well fitted curve in the direction sought with a large enough effect; inconclusive = small, poorly fitted or top-dose-only effect, or another doubt; inactive = no such curve, though single readings can be large; an effect the other way counts as inactive or inconclusive. Potency is the fitted concentration of half-maximal effect.

SMILES	TDP-43 yeast inh	GLP1R inv ag	HT1080 IDH1KD tx	SW480 rereplic	HT1080NT lethal	HEK293 tox	KB-V1 cytotox	KB-3-1 tox	GLP-1R agonist
COc1ccc(NC(=O)CN(C)C(C)C(=O)NC(=O)NC2CCCCC2)cc1 (configuration not stated)	-1%	?	-5%	4%	-1%	-4%	?	-3%	3%
Cc1ccc(Cn2c(=O)n(CC3CCC(C(=O)N4CCOCC4)CC3)c(=O)c3sccc32)cc1 (configuration not stated)	-12%	-2%	.	.	.	2%	3%	4%	.
CCCCNCCCCOc1ccccc1	-14%	43%	2%	-5%	-5%	6%	1%	-7%	8%
CCOc1ccccc1NC(=S)/C(=C(\[O-])c1ccc2c(c1)OCCO2)[n+]1ccc(CC)cc1	28%	?	-1%	?	-7%	8%	9%	0%	2%
NC(=O)c1cccc(-c2ccnc3c2CC(C(=O)NCCC(F)(F)F)O3)c1 (configuration not stated)	-3%	2%	24%	.	?	0%	6%	0%	-1%
Cc1ccc(S(=O)(=O)NC2=NCCC2)cc1	-10%	2%	7%	-3%	5%	-14%	21%	-6%	5%
CCNC(=O)CC1C(=O)N(c2ccc(C)cc2)C(=O)N1CCC(C)C (configuration not stated)	11%&2%	29%&4%	23%	-7%	20%	-1%&16%	-1%&0%	5%&8%	-1%
Cc1ccc(CNC(=O)c2cccnc2)cc1	?	-22%	0%	-17%	-3%	2%	1%	0%	5%
COc1cc2c(C(=O)N(C)c3ccc(F)cc3)cn(C)c(=O)c2cc1OC	-6%	17%	7%	-4%	5%	8%	-14%	0%	3%
CC1CC(C)(C)NC(=S)N1CCC(=O)N1c2ccccc2CC1C (configuration not stated)	.	?	9%	-48%[inhibitor][1.84 µM]	5%	?	-14%	-11%	0%
CCOC(=O)c1ccc(NC(=O)CSC2=NC(=O)C(CC)C(=O)N2)cc1 (configuration not stated)	7%	6%	-9%	0%	4%	4%	12%	-2%	1%
CC1(C)CC(=O)C=C(C(=O)N2CCCC(CCC(=O)NCc3ccccc3F)C2)O1 (configuration not stated)	14%	3%	8%	-2%	-1%	-7%	-13%	-5%	0%
CCCn1c(C)cc(/C=C(\C#N)C(=O)OCC(=O)N(CC)c2c(N)n(Cc3ccccc3)c(=O)[nH]c2=O)c1C	13%	19%	0%	-3%	-10%	-24%	-3%	3%	-9%
O=C(O)C12CC3CC(C1)CC(n1ncc(N4CCN(c5ccccc5)CC4)c(Cl)c1=O)(C3)C2	12%	5%	?	-13%	18%	-6%	22%	9%	-8%
CC(=O)Nc1ccc(OCCC[n+]2cccc(C(=O)[O-])c2)cc1	-13%	22%	9%	-13%	12%	-7%	-6%	5%	9%
CC(=O)N1CCN(c2cccc(C)c2C)CC1	?	-8%	3%	-4%	5%	6%	?	9%	-8%
N#CCCN(Cc1ccccc1)C(=S)Nc1ccccc1	-3%	5%	12%	0%	7%	-10%	3%	-2%	-4%
O=C(O)Cc1sc(-c2ccc(Cl)cc2)nc1-c1ccccc1	?	-17%	15%	2%&-1%	13%	-12%	19%	9%	-4%&-8%
O=C(CN1CCN(C(=O)N2CCOCC2)CC1)Nc1cc(Cl)ccc1Cl	2%	0%	-1%	-2%	-7%	-1%	-4%	8%	13%
CC(=O)c1ccc(OC(C)C)c(Cc2c(O)nc(N)[nH]c2=O)c1	11%	-7%	-1%	0%	2%	4%	-4%	-1%	-4%
O=C(O)c1nn(-c2cccc(C(F)(F)F)c2)ccc1=O	0%	7%	3%	3%	2%	27%	?	0%	-5%
CCCc1nc(SCC(=O)N2CCCC2)c2c(=O)n(C)c(=O)n(C)c2n1	2%	-1%	2%	-19%	2%	1%	5%	26%	3%
O=C(O)CCCN1C(=O)/C(=C\c2ccco2)SC1=S	?	20%	-3%	-2%	-1%	?	?	19%	3%
CCOc1ccc(S(=O)(=O)NCCc2c(C)[nH]c3c(Cl)cccc23)cc1C	?	?	.	.	.	-9%	-20%	-8%	-3%
O=C(Nc1nc2ccc(F)cc2s1)c1ccccn1	-16%	?	8.2µM*	5.2µM*	?	?	-25%	?	-2%
Going on with the list:
SMILES	TDP-43 yeast inh	GLP1R inv ag	HT1080 IDH1KD tx	SW480 rereplic	HT1080NT lethal	HEK293 tox	KB-V1 cytotox	KB-3-1 tox	GLP-1R agonist
O=c1ccnc(SCCc2ccccc2)[nH]1	22%	10%	1%	-27%	4%	3%	?	-22%	4%
Cc1ccc(C)c(S(=O)(=O)N2CCN(C(=O)CCC(=O)NCc3ccc(Cl)cc3Cl)CC2)c1	11%	?	-19%	-17%	-7%[9.24 µM]	?	14%	-10%	-2%
Cc1ccccc1NC(=O)c1cc(S(=O)(=O)N2CCCCC2)cs1	-12%	-30%	-3%	-1%	3%	15%	?	12%	2%
Cc1ccc(S(=O)(=O)NC2CC2)s1	21%	-24%	23%	-1%	26%	-15%	?	2%	-3%
CCn1c(SCC(=O)Nc2ccc(C)cc2)nnc1-c1cnccn1	18%	17%	13%	4%	7%	-10%	-1%	-1%	8%
N#CC1=C2SCN(c3ccc(F)cc3)CN2C(=O)CC1c1cccc(F)c1 (configuration not stated)	-4%	-20%	-3%	6%	13%	0%	0%	1%	0%
CC(C)C(C(=O)C=[N+]=[N-])N1C(=O)c2ccccc2C1=O (configuration not stated)	-18%	10%	0%	-6%	-2%	-14%	16%	3%	-3%
CCN(Cc1ccccc1)C(=O)Cn1c(=O)n(CC(=O)N2CCCCC2)c(=O)c2sccc21	4%	2%	11%	-5%	17%	1%	11%	-12%	-5%
Cc1cc(O)c(/C=N/Nc2ccccc2)c(=O)o1	14%	?	?	3%	?	-18%	?	0%	-10%
CCOc1cc(S(=O)(=O)NCc2ccccc2)c(OCC)cc1-n1cnnn1	-22%	0%	-6%	12%	0%	-8%	-23%	-3%	20%
O=C(NNC(=O)c1ccccc1O)c1cc2ccccc2o1	-4%	48%[activator]	-11%	?	-14%	0%	?	?	0%
CCc1nn(C(C)C(=O)Nc2cccc(C)c2C)c(=O)c2cc3occc3n12 (configuration not stated)	11%	?	-1%	2%	-18%	-11%	?	?	0%
Cc1ccc(CNC(=O)COc2ccc(S(=O)(=O)N3CCOCC3)cc2)cc1	-34%[inhibitor]	32%[activator]	16%	-7%	16%	14%	4%	-5%	4%
O=C(CCc1nc2ccccc2c(=O)[nH]1)NCCN1C(=O)S/C(=C\c2ccc(OC(F)F)cc2)C1=O	19%	2%	?	-2%	-17%	7%	-27%	-8%	11%
CCSc1nnc(NC(=O)CN(C)S(=O)(=O)c2ccc(F)cc2)s1	-14%	-16%	21%	-21%	8%	-10%	?	4%	0%
CCc1c(-c2ccc(F)cc2)ncn1Cc1cccc(-c2ccccc2)c1	16µM*	?	?	.	?	-8%	23µM*	?	.
COC(=O)C1=C(C)N(C2CCCC2)C(=O)C1(NC(C)=O)C(F)(F)F (configuration not stated)	13%	0%	12%	-6%	5%	14%	21%	-18%	19%
NC(=O)[C@@H]1CCCN1C(=O)c1cc(COc2ccc3c(c2)CCCC3)on1	21%	13%	1%	1%	3%	10%	2%	6%	0%
CN(n1cnc2ccccc2c1=O)S(C)(=O)=O	5%	-4%	9%	-10%	5%	5%	12%	-1%	2%
Cc1c(C(=O)NCc2cccc([N+](=O)[O-])c2)sc(=O)n1Cc1cccc(F)c1	18µM*	?	-17%	.	-5%	-19%	?	5%	11%
CC(=O)N1CCc2cc(S(=O)(=O)NC(Cc3ccccc3)C(=O)Nc3cccc(C)c3)ccc21 (configuration not stated)	3%	30%	.	.	.	9%	?	-14%	.
COc1ccccc1C(=O)Nc1ccc(-c2nnn(CC(=O)N3CCOCC3)n2)cc1	-27%	64%[activator]	0%	?	-1%	3%	-13%	20%	13%

12 structures from above, ordered by length of the SMILES, lowest first:
SMILES	TDP-43 yeast inh	GLP1R inv ag	HT1080 IDH1KD tx	SW480 rereplic	HT1080NT lethal	HEK293 tox	KB-V1 cytotox	KB-3-1 tox	GLP-1R agonist
CC(=O)N1CCN(c2cccc(C)c2C)CC1	?	-8%	3%	-4%	5%	6%	?	9%	-8%
CN(n1cnc2ccccc2c1=O)S(C)(=O)=O	5%	-4%	9%	-10%	5%	5%	12%	-1%	2%
Cc1cc(O)c(/C=N/Nc2ccccc2)c(=O)o1	14%	?	?	3%	?	-18%	?	0%	-10%
O=C(NNC(=O)c1ccccc1O)c1cc2ccccc2o1	-4%	48%[activator]	-11%	?	-14%	0%	?	?	0%
O=C(O)c1nn(-c2cccc(C(F)(F)F)c2)ccc1=O	0%	7%	3%	3%	2%	27%	?	0%	-5%
CC1CC(C)(C)NC(=S)N1CCC(=O)N1c2ccccc2CC1C (configuration not stated)	.	?	9%	-48%[inhibitor][1.84 µM]	5%	?	-14%	-11%	0%
CC(C)C(C(=O)C=[N+]=[N-])N1C(=O)c2ccccc2C1=O (configuration not stated)	-18%	10%	0%	-6%	-2%	-14%	16%	3%	-3%
CC(=O)c1ccc(OC(C)C)c(Cc2c(O)nc(N)[nH]c2=O)c1	11%	-7%	-1%	0%	2%	4%	-4%	-1%	-4%
CCOc1cc(S(=O)(=O)NCc2ccccc2)c(OCC)cc1-n1cnnn1	-22%	0%	-6%	12%	0%	-8%	-23%	-3%	20%
COc1cc2c(C(=O)N(C)c3ccc(F)cc3)cn(C)c(=O)c2cc1OC	-6%	17%	7%	-4%	5%	8%	-14%	0%	3%
COc1ccccc1C(=O)Nc1ccc(-c2nnn(CC(=O)N3CCOCC3)n2)cc1	-27%	64%[activator]	0%	?	-1%	3%	-13%	20%	13%
O=C(O)C12CC3CC(C1)CC(n1ncc(N4CCN(c5ccccc5)CC4)c(Cl)c1=O)(C3)C2	12%	5%	?	-13%	18%	-6%	22%	9%	-8%
